Screens deposited in PubChem BioAssay by NCI.
Growth percent in the NCI-60 one-dose screen (48 h, 10 µM unless noted): 100 = growth as untreated, 0 = no growth, -100 = all killed.
SF-295: SF-295 CNS cancer cells. hit rate 5.6% among 79,000
SNB-75: SNB-75 CNS cancer; AID 1794750; hit rate 5% among 79,000
U251: U251 CNS tumor cells | hit rate 5.4% among 80,000 | AID 1794753
KM12: KM12 colon cancer cells; hit rate 5% among 82,000; AID 1794800
SF-539: SF-539 CNS cancer; AID 1794752; hit rate 6.8% among 81,000
SF-268: SF-268 CNS cancer cells; hit rate 3.1% among 82,000
SNB-19: SNB-19 CNS cancer cells | hit rate 2.5% among 81,000
HCT-116: HCT-116 colon cancer; hit rate 7.3% among 82,000
HCC-2998: HCC-2998 colon cancer. hit rate 4.7% among 79,000. AID 1794799
* marks the source's active call; other numbers are inactive results; nt = not tested or not shown; & = joins results of further samples; ! = repeats disagree. The calls were made as follows: active = growth percent below 10; inactive = the rest. Hits appear at their usual frequency; overall some 11% were active at least once.

Structure,SF-295,SNB-75,U251,KM12,SF-539,SF-268,SNB-19,HCT-116,HCC-2998
CCOC(=Nc1ccc(OCC)cc1)SC(c1ccccc1)(c1ccccc1)c1ccccc1,90,92,90,103,100,109,97,107,105
O=C(c1ccccc1)N(c1ccccc1)c1ccccc1O,108,77,89,82,111,109,95,100,100
O=C(Nc1ccc(Nc2nncc3ccccc23)cc1)c1ccc(Cl)cc1,102,98,99,103,104,98,nt,100,113
NNS(=O)(=O)c1ccc([N+](=O)[O-])cc1,105,nt,104,108,106,106,107,105,91
COc1ccc([C@H]2[C@H](C(=O)O)c3ccccc3C(=O)N2c2ccccc2)cc1,88,81,87,71,108,88,90,79,101
C=C(C)[C@@H]1CC[C@]2(COP(=O)(OCC)OCC)CC[C@]3(C)[C@H](CC[C@@H]4[C@@](C)(CCCN)[C@H](C(=C)C)CC[C@]43C)[C@@H]12,25,34,21,17,19,42,40,-31*,11
COc1cc(Cn2cc(CNC(=O)c3cccnc3Nc3ccc(F)cc3)nn2)cc(OC)c1,83,41,80,88,86,70,82,84,96
CCCCCCCCCCCCNC(=S)N/N=C/c1cccc(O)c1,nt,90,92,101,98,101,107,83,102
N#Cc1ccc(OC(=O)Nc2c(Cl)cccc2Cl)cc1,117,102,nt,109,100,105,102,100,100
Cc1ccc(F)c(N)c1,96,87,94,99,108,105,111,96,112
Cn1cc(-c2nnc(N)nc2-c2c[nH]c3ccccc23)c2cc(Br)cnc21,37,34,45,51,50,57,67,23,-27*
CCOC(=O)N1CCN(CCCCOc2ccccc2N)CC1,100,91,100,102,99,97,99,77,108

Following part.
Structure,SF-295,SNB-75,U251,KM12,SF-539,SF-268,SNB-19,HCT-116,HCC-2998
O=c1[nH]nc(CSc2nnc3sc4ccccc4n23)o1,116,83,106,106,97,104,nt,100,104
C[C@@H](C[C@H](CCOCc1cccnc1)c1ccccc1)c1cc2ccccc2o1,98,86,94,88,99,89,94,76,101
CC1CC(=O)Nc2ccccc2N1 (centres undefined),114,84,107,116,102,123,106,102,111
Cn1ccnc1C(=O)/C=C/c1ccc(CC(=O)Nc2ccc(S(F)(F)(F)(F)F)cc2)cc1,-6.6*,3.3*,-93*,-57*,-85*,7.1*,-40*,-64*,-65*
COc1ccc(/C=C2/N=C(C)OC2=O)cc1OC,100,104,101,99,106,102,109,102,104
CCCCC(=O)OC(C)COc1ccc(C(C)CC)cc1 (centres undefined),85,88,95,103,97,101,105,89,114
Oc1c(Br)ccc2c(O)c(Br)ccc12,115,111,96,101,95,110,110,93,109
OCc1c[nH]c2ccccc12,95,59,100,96,100,87,95,90,86
O=S(=O)(c1ccccc1)N1C=C/C(=C\Cn2cc(-c3ccccc3)nn2)CC1,90,14,99,92,92,93,90,96,104
COc1ccc(-n2cc(-c3ccc(Br)cc3)nc2SCC(=O)c2ccccc2)cc1,77,86,84,92,83,63,85,88,92
CN(C)CCNC(=O)c1cccc(-c2cnc3ccc(-c4ccc5c(c4)OCO5)nn23)c1,106,73,86,18,67,77,84,5.6*,77
CCCCn1cnc2c(SCc3ccc(Br)cc3)nc(N)nc21,86,88,89,93,100,78,88,84,86

Single entries from the results shown:
Cn1ccnc1C(=O)/C=C/c1ccc(CC(=O)Nc2ccc(S(F)(F)(F)(F)F)cc2)cc1 in SF-539 is entered as -85*
CN(C)CCNC(=O)c1cccc(-c2cnc3ccc(-c4ccc5c(c4)OCO5)nn23)c1 in U251 is entered as 86
C=C(C)[C@@H]1CC[C@]2(COP(=O)(OCC)OCC)CC[C@]3(C)[C@H](CC[C@@H]4[C@@](C)(CCCN)[C@H](C(=C)C)CC[C@]43C)[C@@H]12 in HCT-116 is entered as -31*
OCc1c[nH]c2ccccc12 in HCC-2998 is entered as 86
CCCCC(=O)OC(C)COc1ccc(C(C)CC)cc1 (centres undefined) in SF-539 is entered as 97
COc1cc(Cn2cc(CNC(=O)c3cccnc3Nc3ccc(F)cc3)nn2)cc(OC)c1 in SF-268 is entered as 70
O=C(c1ccccc1)N(c1ccccc1)c1ccccc1O in SF-295 is entered as 108

Next part.
Structure,SF-295,SNB-75,U251,KM12,SF-539,SF-268,SNB-19,HCT-116,HCC-2998
O=C(c1ccccc1)C(Br)[N+](=O)[O-] (centres undefined),101,86,84,100,nt,102,102,63,111
COc1ccc(-c2cc(-c3nnc(SCC(=O)Nc4ccc(C(C)=O)cc4)o3)c3ccccc3n2)cc1,43,-5.5*,-69*,39,12,34,14,-27*,97
COc1ccc(/C=C/c2c(C(N)=O)c(C)nc3ccccc23)cc1,105,69,101,101,94,97,95,100,107
CCO/C=C1\SC(=S)N(c2ccc(O)cc2)C1=O,104,93,100,96,87,92,110,96,102
Cn1ccnc1C(=O)/C=C/c1ccccc1,21,13,25,-21*,-38*,23,42,9.0*,nt
CC1SC(c2ccccc2O)N(NC(=O)CCC(=O)c2nc3ncccc3[nH]2)C1=O (centres undefined),96,84,97,95,93,96,101,91,93
CN(C)c1ccc(/C=N\NC(=O)/C=C/C=C/c2ccc3c(c2)OCO3)cc1,94,74,91,86,91,95,96,92,104
Cc1sc2nc(NCc3ccccn3)[nH]c(=O)c2c1C,99,75,91,91,98,92,107,100,92
O=C(CSc1nc2ccccc2c(=O)n1CCc1ccccc1)Nc1ccc(Cl)cc1,68,40,74,86,60,62,71,78,99
O=C(c1coc(=O)c(-c2ccc(F)cc2)c1)c1ccccc1O,nt,89,101,104,108,114,95,96,95
Fc1ccc(Oc2ccc(Nc3ncnc4onc(-c5ccccc5)c34)cc2)cc1,100,86,91,99,90,83,94,99,105
Cc1ncc(C[n+]2csc([C@H](O)CO)c2C)c(N)n1,92,83,97,105,102,99,95,109,113

Continuation.
Structure,SF-295,SNB-75,U251,KM12,SF-539,SF-268,SNB-19,HCT-116,HCC-2998
CCCCN(CCCC)CCC(=O)c1ccc(OC)c2ccccc12,100,98,87,71,87,95,87,72,105
Cc1ccc(Nc2nc(N)nc(N)c2N=O)cc1C,105,78,89,91,97,85,99,94,103
O=c1[nH]c2nnc(/C=C/c3ccco3)c(=O)n2nc1/C=C\c1ccco1,95,85,108,115,105,106,148,102,116
Cc1cc(Cl)cc(C)c1O,102,82,120,105,92,104,105,108,107
C/C1=C\CC[C@@]2(C)O[C@H]2[C@H]2OC(=O)C(CN3CCN(CC4C(=O)O[C@H]5[C@H]4CC/C(C)=C/CC[C@@]4(C)O[C@@H]54)CC3)[C@@H]2CC1 (some centres undefined),103,85,94,98,90,104,99,88,nt
CN(C)CCCNC1=C(Cl)C(=O)c2ccccc2C1=O,72&87,48&64,-94*,41&83,101&102,75&102,-9.8*!,4.9*!,-64*
CC(=O)OCC(=O)C1(O)CCC2C3CCC4C(OC(C)=O)C(=O)CCC4(C)C3C(=O)CC21C (centres undefined),100,83,100,99,106,102,105,105,104
CC[C@H](C)[C@H]1NC(=O)Nc2nc3ccccn3c2C1=O,101,97,96,111,102,106,103,104,104
Cc1c(C(=O)OCCO)cc(-c2ccc(Cl)cc2)n1-c1ccc(Cl)cc1,88,90,85,83,92,84,99,93,111
CN1CCN(CCOc2ccc(-c3cnc4c(-c5ccc(F)cc5)cnn4c3)cc2)CC1,81,68,38,9.7*,49,57,82,15,72
CCOC(=N)c1ccccc1,100,91,99,106,99,102,99,97,101
COc1ccc(-c2cc(-c3nnc(SCC(=O)c4ccccc4)n3-c3ccccc3)c3ccccc3n2)cc1,96,81,100,97,90,86,106,82,102

Next section:
Structure,SF-295,SNB-75,U251,KM12,SF-539,SF-268,SNB-19,HCT-116,HCC-2998
CC(=O)Nc1ccc(N)c2cc(S(=O)(=O)O)c(S(=O)(=O)O)cc12,114,100,107,119,99,123,99,93,96
Cc1ccc(S(=O)(=O)c2nc(-c3ccccc3)oc2SCc2ccccc2)cc1,82,81,91,95,98,93,96,91,97
CCCCCCCCC(=O)N1CCCC1,nt,77,101,116,96,104,103,96,97
Oc1[nH]c2ccccc2c1/C=c1/cc2c(c(-c3ccc(C(F)(F)F)cc3)n1)=Nc1ccccc1-2,37,63,60,36,84,79,83,30,55
O=C1NS(=O)(=O)c2ccccc21,91&99&100,75&93&107,104&95&100,109&110&102,96&106&107,107&100&105,95&103&92,99&109&108,103&108&104
O=S(=O)(Nc1nc2ccccc2[nH]1)c1ccc(F)cc1,94,92,102,99,96,95,71,93,99
CC(=O)Oc1csc(N(C(C)=O)c2cccc(Br)c2)n1,97,nt,86,99,93,98,95,87,100
Cc1onc2c(-c3ccccc3)n[nH]c(=O)c12,97,83,98,107,94,121,90,104,95
COc1cccc(/C=N/NC(=O)N/N=C/c2cccc(OC)c2O)c1O,103,65,77,77,66,69,87,51,85
Cc1cccc(N=Nc2sc(-n3[nH]c(=O)ccc3=O)nc2C)c1,103,91,103,98,101,101,99,98,109
Cc1cc(=O)oc2cc(OCC(O)CNN3C(=O)c4cccc5c(N6CCOCC6)ccc(c45)C3=O)ccc12 (centres undefined),97,109,100,104,100,120,92,103,112
CC[C@@H](C)[C@H](NC(=O)Cn1cc(CNC(=O)[C@@H](NC(=O)OCc2ccccc2)C(C)C)nn1)C(=O)OC,124,97,106,107,109,112,106,106,103

The results go on:
Structure,SF-295,SNB-75,U251,KM12,SF-539,SF-268,SNB-19,HCT-116,HCC-2998
COc1ccc(C2CC(=O)Nc3c(-c4cccc(Cl)c4)nsc32)cc1OC (centres undefined),98,82,80,95,89,87,91,75,102
CCOC(=O)c1cc2c(n1Cc1cc(OC)c(OC)c(OC)c1)-c1oncc1CCC2,nt,20,25,28,-7.4*,46,72,9.0*,17
O=c1[nH][nH]c(Nc2ccccc2)c1N=Nc1ccccc1,115,76,92,54,102,109,95,95,97
COc1cc(OC)cc(-c2n/c(=C\c3c(O)[nH]c4ccc(Cl)cc34)cc3c2=Nc2ccccc2-3)c1,nt,94,18,23,104,53,79,2.4*,103
Nc1nc(-c2ccc(Br)cc2)cc(-c2cnn(-c3ccccc3)n2)n1,101,83,nt,84,103,85,92,72,91
O=[N+]([O-])c1ccc(OCCCCOc2ccccc2)cc1,99,98,105,104,nt,109,102,110,76
Clc1ccc2c(c1)C(c1c[nH]c3ccccc13)(c1c[nH]c3ccccc13)CCO2,70,68,47,78,95,71,97,57,112
Cc1ccc2ccc3ccccc3c2c1,94,104,101,113,120,106,105,95,99
CC(C)NC(=O)c1ccc(CONC(=O)OCc2ccccc2)cc1,96,82,96,114,102,107,144,97,101
O=C(NC(CO)C(O)c1ccc([N+](=O)[O-])cc1)C(Cl)Cl (centres undefined),93,83,95,112,99,111,105,108,114
O=C(CSc1nnc2n3c(nn12)SCC(c1ccccc1)=N3)c1ccc(C(F)(F)F)cc1,107,98,111,103,104,98,98,105,110
CCn1c(C)nc2cc(C(N)=O)ccc21,238,90,95,107,96,104,104,95,97

Given with two lines to a compound: part of the list above
Sequence of screens: SF-295	SNB-75	U251	KM12	SF-539	SF-268	SNB-19	HCT-116	HCC-2998
- COc1ccc(C2CC(=O)Nc3c(-c4cccc(Cl)c4)nsc32)cc1OC (centres undefined)
  98	82	80	95	89	87	91	75	102
- CCOC(=O)c1cc2c(n1Cc1cc(OC)c(OC)c(OC)c1)-c1oncc1CCC2
  nt	20	25	28	-7.4*	46	72	9.0*	17
- O=c1[nH][nH]c(Nc2ccccc2)c1N=Nc1ccccc1
  115	76	92	54	102	109	95	95	97
- COc1cc(OC)cc(-c2n/c(=C\c3c(O)[nH]c4ccc(Cl)cc34)cc3c2=Nc2ccccc2-3)c1
  nt	94	18	23	104	53	79	2.4*	103
- Nc1nc(-c2ccc(Br)cc2)cc(-c2cnn(-c3ccccc3)n2)n1
  101	83	nt	84	103	85	92	72	91
- O=[N+]([O-])c1ccc(OCCCCOc2ccccc2)cc1
  99	98	105	104	nt	109	102	110	76
- Clc1ccc2c(c1)C(c1c[nH]c3ccccc13)(c1c[nH]c3ccccc13)CCO2
  70	68	47	78	95	71	97	57	112
